EBI2 antag = EBI2 (human) antagonism | P32249 | EBI2 beta-arrestin recruitment, luminescence, 7a,25-OHC stimulated | inhibition, % at 5 µM | 0.81% of 360,000 active | AID 651636; in the data active = inhibition above about 38%;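 note: enzyme fragment complementation signal reports receptor beta-arrestin coupling in cells; 0% = agonist plus DMSO wells and 100% = wells without agonist; some results beyond the cut were filed as inactive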
697 NFkB inh = lowers PMA/ionomycin-induced NF-kB signal in 697 B cells; 697 B-cell NF-kB luciferase reporter, 16 h; inhibition, % at 4 µM; 0.33% of 330,000 active; AID 435022; in the data active = inhibition above about 35%
SENP8 inh = SENP8 protease inhibition; inhibition, % at 10 µM; Q96LD8; 1.2% of 330,000 active; purified SENP8, Z-RLRGG-aminoluciferin cleavage, luminescence; AID 2540
Target sequence (Q96LD8 whole entry, looked up): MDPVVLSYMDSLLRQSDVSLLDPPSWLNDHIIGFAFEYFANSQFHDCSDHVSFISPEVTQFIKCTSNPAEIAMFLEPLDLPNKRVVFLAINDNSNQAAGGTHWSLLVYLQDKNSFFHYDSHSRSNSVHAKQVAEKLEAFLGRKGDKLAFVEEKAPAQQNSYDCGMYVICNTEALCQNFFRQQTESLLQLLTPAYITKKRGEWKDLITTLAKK
CCR6 antagonist = blocks CCL20-driven beta-arrestin recruitment at human CCR6. CHO-K1 CCR6 PathHunter beta-arrestin, luminescence, CCL20-stimulated. 0.49% of 340,000 active. P51684. inhibition, % at 20 µM;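 active = compounds whose inhibition of the agonist-driven luminescence signal at 20 µM reaches about 50%, limit read from the data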;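 note: cells stimulated with CCL20 at 14 nM final; plate controls were DMSO with CCL20 for no effect and DMSO without agonist for full effect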
Target sequence (P51684 whole entry, looked up): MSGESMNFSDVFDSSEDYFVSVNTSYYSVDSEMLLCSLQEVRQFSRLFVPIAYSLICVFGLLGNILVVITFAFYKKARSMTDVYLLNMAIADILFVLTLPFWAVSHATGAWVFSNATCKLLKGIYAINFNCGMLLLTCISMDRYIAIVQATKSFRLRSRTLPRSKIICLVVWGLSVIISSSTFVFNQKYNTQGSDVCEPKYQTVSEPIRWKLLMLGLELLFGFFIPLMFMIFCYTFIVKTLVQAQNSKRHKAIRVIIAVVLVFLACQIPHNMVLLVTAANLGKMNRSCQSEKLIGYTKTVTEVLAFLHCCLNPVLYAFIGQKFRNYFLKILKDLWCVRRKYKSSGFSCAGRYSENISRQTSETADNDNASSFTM
Jurkat NFkB inh = lowers PMA/ionomycin-induced NF-kB signal in Jurkat cells | PMA/ionomycin-induced NF-kB luciferase reporter, luminescence | inhibition, % at 4 µM | 0.53% of 330,000 active
Gli-Sufu block = Gli-Sufu pathway antagonism | inhibition, % at 5 µM | Sufu-KO-LIGHT fibroblasts, Gli luciferase reporter luminescence | AID 588413 | 0.74% of 340,000 active;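 active = inhibition above about 55%, limit read from the data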;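 note: 0% = DMSO-treated cells and 100% = wells with medium but no cells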
UBC13 inh = human UBC13 polyubiquitination inhibition; P61088; UBC13 polyubiquitin chain formation, TR-FRET; inhibition, % at 20 µM; 0.47% of 330,000 active; in the data active = inhibition above about 45%, passing the limit was not always enough
Target sequence (P61088 whole entry, looked up): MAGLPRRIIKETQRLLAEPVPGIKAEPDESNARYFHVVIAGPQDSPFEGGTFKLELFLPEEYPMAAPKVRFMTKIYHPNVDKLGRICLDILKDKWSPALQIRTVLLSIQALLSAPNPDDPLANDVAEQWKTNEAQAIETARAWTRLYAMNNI
Apaf1 inhib = inhibitors of human Apaf-1 apoptosome | O14727 | reconstituted apoptosome caspase-3 activity, DEVD-Rh110 fluorescence | inhibition, % at 20 µM | 0.71% of 330,000 active | AID 489030; active = inhibition of at least 40% at 20 µM;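 note: plate controls were DMSO wells for no effect and DEVD-CHO caspase inhibitor wells for full effect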
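detection = Rh110 fluorescence intensity | test system = biochemical Apaf-1 apoptosome reconstitution | also added = cytochrome c and DEVD-Rh110 substrate | schedule = 30 min plus 50 min, RT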
* marks the source's active call; other numbers are inactive results; · = not tested or not shown. Cut-off read from the data, not from the text of the source, unless noted: active = inhibition above about 50%; inactive = the rest.

SMILES	EBI2 antag	697 NFkB inh	SENP8 inh	CCR6 antagonist	Jurkat NFkB inh	Gli-Sufu block	UBC13 inh	Apaf1 inhib
Cn1c(SCCN2CCCCC2)nnc1-c1ccccc1Br	-5	4	-7	8	-32	9	-5	2
O=C(CCC(=O)N1CCN(S(=O)(=O)c2ccc(Cl)cc2)CC1)Nc1cccc(Br)c1	-6	9	-7	7	12	-2	11	6
NC(=O)[C@H]1CC2(CC(c3cccc(NC(=O)CC(c4ccccc4)c4ccccc4)c3)=NO2)CN1C(=O)C(c1ccccc1)c1ccccc1 (stereo partly drawn)	0	-16	5	1	8	-8	-30	7
COC(=O)c1c(NC(=O)c2ccc(C)cc2)sc(Cc2ccccc2)c1C	30	13	-5	7	10	4	10	5
CC(C)(C)[C@H]1C=C(C(=O)Nc2ccccc2)O[C@@H](OCCCCO)C1	-2	-49	-14	5	-51	-9	-1	7
CC(C)CN(C(=O)COc1cccc(-n2cnnn2)c1)C1CCS(=O)(=O)C1 (stereo not drawn)	-3	10	-6	14	12	-1	3	-5
COC(=O)C(N)CCCCN (stereo not drawn)	0	9	5	-4	12	-1	-1	-9
CC(=O)NC(=O)Nc1sc(=S)n(C)c1C	-1	14	7	6	8	-8	-4	1
Cc1csc(NC(=O)CN2C(=O)c3ccccc3S2(=O)=O)n1	-5	-8	4	-7	7	-5	0	-5
O=C(COc1ccc(Cl)cc1Cl)NN=C1c2ccccc2-c2ccccc21	8	-10	-13	-2	-5	4	-17	10

Whole records as entered above:
CC(C)(C)[C@H]1C=C(C(=O)Nc2ccccc2)O[C@@H](OCCCCO)C1 across the screens: EBI2 antag = -2; 697 NFkB inh = -49; SENP8 inh = -14; CCR6 antagonist = 5; Jurkat NFkB inh = -51; Gli-Sufu block = -9; UBC13 inh = -1; Apaf1 inhib = 7
O=C(CCC(=O)N1CCN(S(=O)(=O)c2ccc(Cl)cc2)CC1)Nc1cccc(Br)c1 across the screens: EBI2 antag = -6; 697 NFkB inh = 9; SENP8 inh = -7; CCR6 antagonist = 7; Jurkat NFkB inh = 12; Gli-Sufu block = -2; UBC13 inh = 11; Apaf1 inhib = 6

(list continues)
SMILES	EBI2 antag	697 NFkB inh	SENP8 inh	CCR6 antagonist	Jurkat NFkB inh	Gli-Sufu block	UBC13 inh	Apaf1 inhib
Cc1ccc(NC(=O)CCSc2nnc(C)s2)cc1	-11	-3	-4	4	-9	3	-4	-8
O=[N+]([O-])c1cc([N+](=O)[O-])c(Oc2cc(F)cc(F)c2F)cc1NN1CCCCC1	-1	-6	-3	2	-15	-2	-5	3
CCO/N=C/C1=C(O)C(C(=O)OC)C(C)(C)CC1=O (stereo not drawn)	5	22	5	10	5	31	1	-20
O=S(=O)(NC1CCC(NS(=O)(=O)c2c(F)cccc2F)CC1)c1ccc2c(c1)OCCO2 (stereo not drawn)	-4	-4	4	-16	-5	2	6	4
CCCc1cc(C(=O)Nc2cc(C)ccc2O)no1	-9	32	67*	-5	92*	48	7	10
COc1ccc(/C=N/NC(=O)c2ccn[nH]2)cc1COc1ccc([N+](=O)[O-])c(C)c1	7	7	-15	7	44	-3	-19	5
Cc1cc(C)nc(NC(=O)/C=C/c2ccc3c(c2)OCO3)c1	10	-33	71*	11	-50	-86	4	6
COc1ccc(N2CCN(C(=O)c3ccccc3N(C)S(=O)(=O)c3ccc(C)cc3)CC2)cc1	10	-3	-3	20	-1	7	-4	16
CCOC(=O)C1=C(O)/C(=C\c2cc(C)n(-c3ccccc3F)c2C)N=C1C	-1	13	5	20	-1	-1	-4	2
CCCCNC(=O)CCC(=O)N1CCN(C(c2ccccc2)c2ccccc2)CC1	3	-3	1	22	-42	-26	10	8
C#Cc1ccc([C@H]2C=C(C(=O)N3CCN(Cc4ccc5c(c4)OCO5)CC3)O[C@@H](OCc3ccc(CO)cc3)C2)cc1	18	11	3	4	7	-1	-6	14
CC(C)Oc1ccc(C(=O)NC(Cc2c[nH]c3ccccc23)C(=O)NN)cc1 (stereo not drawn)	6	6	0	0	-1	-6	8	-15
CC(C)CC(=O)c1c[nH]c(C(=O)NCCCN2CCOCC2)c1	-4	10	-10	-10	-4	-4	-2	-10
O=C(Nc1cccc2ncccc12)c1ccc(Cl)cc1	7	13	2	22	5	14	-61	7
O=C(NCc1cccnc1)/C(=C/c1ccc(-c2ccc(Cl)cc2)o1)S(=O)(=O)c1ccccc1	54*	26	-1	49	31	5	-5	4
CC(C)COC(=O)c1cccc2c1-c1ccccc1/C2=N\O	26	-28	-8	12	2	11	17	22
O=C(O)/C=C/C(=O)N1CCN(c2ccccc2F)CC1	4	12	-6	-7	-7	5	-2	6
O=C(N=Nc1c(O)[nH]c2ccccc12)c1cccc(S(=O)(=O)N2CCCCC2)c1	20	-12	-15	0	4	-11	-20	20
CCn1cc(C(=O)NCc2ccc3c(c2)OCO3)c(=O)c2cc(F)c(N3CCN(C(=O)c4ccco4)CC3)cc21	7	-10	3	-13	14	19	24	16
CC(=O)Nc1csc2ccccc12	-5	23	7	15	6	-4	2	-6

Three entries picked at random from those above:
SMILES	EBI2 antag	697 NFkB inh	SENP8 inh	CCR6 antagonist	Jurkat NFkB inh	Gli-Sufu block	UBC13 inh	Apaf1 inhib
O=C(Nc1cccc2ncccc12)c1ccc(Cl)cc1	7	13	2	22	5	14	-61	7
O=C(CCC(=O)N1CCN(S(=O)(=O)c2ccc(Cl)cc2)CC1)Nc1cccc(Br)c1	-6	9	-7	7	12	-2	11	6
CC(=O)NC(=O)Nc1sc(=S)n(C)c1C	-1	14	7	6	8	-8	-4	1

(more compounds)
SMILES	EBI2 antag	697 NFkB inh	SENP8 inh	CCR6 antagonist	Jurkat NFkB inh	Gli-Sufu block	UBC13 inh	Apaf1 inhib
CC(C)c1ccc(OCc2ccc(C(=O)NN3CCN(C)CC3)o2)cc1	-1	-68	9	0	-30	-74	9	7
COCCCN(C(=O)c1cc(Cl)nc2ccccc12)c1c(N)n(Cc2ccccc2)c(=O)[nH]c1=O	-1	-5	-10	6	8	-10	-1	-3
O=C(O)c1ccc(CSCc2ccccc2Cl)o1	-4	8	5	5	9	1	1	3
COCCNC(=O)CCCCCNS(=O)(=O)c1ccc(C)cc1	-7	15	-1	-1	16	1	1	0
CCc1ccccc1NC(=S)Nc1cc(OC)c(NC(=O)C(C)C)cc1OC	-5	12	2	7	6	-7	-3	-1
N#Cc1ccc(C(=O)CSc2n[nH]c(=O)n2-c2cccnc2)cc1	-8	2	-7	4	-3	3	1	-9
CCOc1ccccc1C(=O)N/N=C/c1coc2ccc(C)cc2c1=O	-9	8	5	-3	9	-4	7	12
CCOC(=O)/C(C(C)=O)=C1/OC(=O)c2ccccc21	-10	15	-4	10	2	0	0	-18
N#C/C(=C\c1ccc(O)c(O)c1)C(=O)Nc1ccccc1	8	-77	71*	35	17	29	-54	-5
CC(=O)Nc1ccc(S(=O)(=O)N2CCNC(=O)CC2)cc1	-12	-9	-1	-14	5	0	-3	9
Oc1nc(Nc2ccccc2)sc1/C=C1\C=Nc2ccccc21	20	-57	34	9	-51	-10	-4	2
C/C(N)=C(/C#N)C(=O)COC(=O)CNS(=O)(=O)c1ccc2ccccc2c1	-2	8	-14	-4	3	5	-9	-5
CSc1nc(C)c2c(n1)N(c1ccc(C(F)(F)F)cc1)CC2	-4	-17	-1	4	-2	13	12	1
Cc1cc(S(=O)(=O)N(Cc2ccc(C(C)(C)C)cc2)Cc2cccs2)ccc1-n1cnnn1	48*	-3	0	7	-5	0	7	15
CC1=CCC2C(=O)N(c3ccccc3OC(=O)c3ccccc3F)C(=O)C2C1 (stereo not drawn)	-4	4	-12	13	0	3	-8	7
O=C(NCCCN1CCOCC1)c1ccc2nc(Cc3cccc(Cl)c3)oc2c1	3	6	1	2	9	6	1	4
COC(=O)C(CC(C)C)NC(=O)c1cccs1 (stereo not drawn)	4	16	-1	-2	7	-3	-7	-14
COc1ccc(NC(=O)CN(C)C(=O)CN2C(=O)NC3(CCCCC3)C2=O)cc1	-6	8	-6	10	-7	-8	3	-15
CCCOc1ccc(CNC(=O)c2ccc3nc(N4CCOCC4)sc3c2)cc1	10	-11	-1	-8	-8	-14	-9	-1
CCOC(=O)c1cc(C#N)c(N2CCN(C)CC2)nc1-c1ccccc1	-2	5	1	13	2	11	2	-1
Cc1ccc(CNC(=O)C2CCCN(S(=O)(=O)c3c(C)noc3C)C2)cc1 (stereo not drawn)	-5	3	0	8	3	-1	4	-5
FC(F)Oc1ccc(NC(=S)NCc2cccnc2)cc1	0	7	-1	-13	17	-9	-6	-5
Cc1ccc(S(=O)(=O)NCC(=O)N2CCc3ccccc3C2)cc1	-6	15	11	3	0	-5	4	-1
CCc1ccc(N2NC(=O)/C(=C/C=C/c3ccco3)C2=O)cc1	-12	2	2	32	3	-1	-33	26
Cc1ccc(C(=O)NC(Cc2cccc(F)c2)C(=O)O)cc1 (stereo not drawn)	-6	4	·	25	·	33	·	21
Cc1ccc(C)c(N2CCN(C(=O)c3ccc(N4CCOCC4)c([N+](=O)[O-])c3)CC2)c1	0	-1	2	16	7	3	-6	28
CCOc1ccccc1C(=O)Nc1nnc(SCC(=O)Nc2cc(C)on2)s1	-5	-9	8	8	-26	2	2	-17
CC(C)=CCC/C(C)=C/CNC(=O)C[C@H]1C[C@H](C(=O)N2CCCCC2)[C@@]2(CCc3ccccc3)c3[nH]c4cc(CCC(=O)N(C)C)ccc4c3CCN2C1=O	-7	11	·	44	·	9	·	30
COc1ccccc1NCCC(=O)OCC(=O)Nc1ccccc1Cl	5	0	3	-1	6	5	9	0
Cc1cc(N2CCN(C(=O)c3ccco3)CC2)nc(-c2ccccc2)n1	10	3	-7	-9	-9	-2	-5	14
Cc1ccc(C(=O)c2c3ccc([N+](=O)[O-])cc3[n+]([O-])n2CCC(N)=O)cc1	·	-97	1	-9	25	37	-41	13
Cc1ncc([N+](=O)[O-])n1CC(=O)Nc1ccc(F)c(F)c1	3	17	3	8	1	7	4	-1
CCN1CCN(CCOc2ccccc2OCc2ccccc2)CC1	-1	-6	-8	8	3	12	-5	-1
C/C(=N/NC(=O)c1cccc(N2CCCC2=O)c1)c1ccncc1	-6	-29	19	10	-29	-40	9	-1
Cc1ccc(CNC(=O)C(=O)NCCC2CCCCN2S(=O)(=O)c2ccccc2)cc1 (stereo not drawn)	32	-16	-14	16	-16	3	-4	18
CC(C)(C)OC(=O)N[C@H]1C=C[C@@H](OC(=O)CC(=O)OCC(F)(F)F)C1	-10	6	·	3	·	37	·	12
CCn1ncc(C2=NOC(C(=O)NCc3ccc(Cl)cc3)C2)c1C (stereo not drawn)	2	-60	-3	6	74*	50	14	-3
O=C(CSc1nccc(=O)[nH]1)Nc1ccc(N2CCOCC2)cc1	0	-8	4	-4	12	-5	-5	-6
C=CCNS(=O)(=O)c1sccc1/C=N/O	-7	9	-6	-14	9	6	4	-3
O=C(c1ccc(Cl)c(S(=O)(=O)N2CCOCC2)c1)N(Cc1ccco1)Cc1cccs1	11	-15	-2	23	-9	8	-5	11
CCN1CCN(C(=O)C2CCN(S(=O)(=O)c3ccc4c(c3)NC(=O)C(C)S4)CC2)CC1 (stereo not drawn)	-8	-15	-6	-3	-1	9	-3	4
COCCCNC(=O)CCc1nc(-c2ccccc2)no1	0	-4	-1	-6	6	5	11	4
CCN(CC)CCCNC(=O)c1[nH]c(C)c(C(=O)NC2CCCCC2)c1C	4	2	-6	9	-8	5	9	3
NC(=O)c1ccc(NC(=O)COC(=O)CC23CC4CC(CC(Br)(C4)C2)C3)cc1	13	12	7	0	9	-23	9	1
CN(c1ccccc1C(=O)N1CCCC1)S(C)(=O)=O	6	8	-4	8	0	-24	-1	8
COc1ccc(S(=O)(=O)N2CCCCCC2)cc1NC(=O)Cc1ccccc1	-2	4	4	-2	-12	1	-2	10
Cc1nnnn1/C(=C\c1ccccc1)C(=O)OCC(=O)NC1CCCCC1	7	1	1	14	6	6	1	0
COc1ccc(C2=NOC(C(=O)Nc3cc(C)on3)C2)cc1OC (stereo not drawn)	-1	25	-2	2	-1	4	-2	-14
O=C(NC1CCCCCCC1)c1cc(F)c(F)cc1Cl	6	-29	7	7	-37	-19	3	-4
CCOC(=O)C(C)On1c(SC(C)C(=O)OCC)nc2ccccc2c1=O (stereo not drawn)	-13	-3	0	4	-1	5	7	0

Screens (PubChem)

Some of the compounds tested (hit frequency here may not be typical).
